RGS4-Gao reg: modulators of RGS4 binding to Galphao, primary screen, biochemical, multiplexed bead flow cytometry; actives lie on both sides; binding response (% of control), % at 10 µM; AID 1415, 2008; Guanine nucleotide-binding protein G(o) subunit alpha (Homo sapiens), P09471; 0.33% of 220,000 active; in the data active = binding response below about 49% or above about 150%; inactive = in between;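 also: fluorescent Galphao activated with aluminum fluoride binding bead-coupled RGS4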
Target sequence (P09471 whole entry, looked up): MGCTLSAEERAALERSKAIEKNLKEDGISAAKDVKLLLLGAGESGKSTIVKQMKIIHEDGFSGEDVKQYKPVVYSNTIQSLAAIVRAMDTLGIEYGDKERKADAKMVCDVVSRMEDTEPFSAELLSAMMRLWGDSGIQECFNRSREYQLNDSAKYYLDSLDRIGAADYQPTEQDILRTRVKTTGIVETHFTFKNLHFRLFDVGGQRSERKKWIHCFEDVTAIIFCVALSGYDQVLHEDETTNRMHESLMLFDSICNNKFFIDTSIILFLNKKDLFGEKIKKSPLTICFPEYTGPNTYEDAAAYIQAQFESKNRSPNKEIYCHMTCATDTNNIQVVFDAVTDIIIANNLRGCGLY
RGS7-Gao: RGS7-Galphao binding modulators, primary screen, biochemical, multiplexed bead flow cytometry. Guanine nucleotide-binding protein G(o) subunit alpha (Homo sapiens), P09471. actives lie on both sides. binding response (% of control), % at 10 µM. 0.35% of 220,000 active; in the data active = binding response below about 49% or above about 150%; inconclusive = no clear call, values can overlap the other calls; inactive = in between;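 also: fluorescent Galphao held in activated GDP-AlF4 state binding bead-coupled RGS7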
Bim-Bfl-1: inhibitors of Bim binding to Bfl-1, primary screen, biochemical, multiplexed, bead-based flow cytometry; inhibition, % at 10 µM; Bcl-2-related protein A1 (Homo sapiens), Q16548; Bim-Bfl-1 binding inhibition; 0.12% of 190,000 active;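 also: 0% = wells without compound plus tracer and 100% = blocker peptide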
RGS8-Gao reg: RGS8-Galphao binding modulators, primary screen, biochemical, multiplexed bead flow cytometry; Guanine nucleotide-binding protein G(o) subunit alpha (Homo sapiens), P09471; actives lie on both sides; response (percent of control binding), % at 10 µM; 0.34% of 220,000 active; AID 1423, 2008; in the data active = response below about 60% or above about 140%; inactive = in between;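 also: Galphao activated as the GDP aluminium fluoride complex binding bead-coupled RGS8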
Bim-Bcl-2: inhibitors of Bim-Bcl-2 binding, primary screen, biochemical, multiplexed, human Bcl-2 family; Apoptosis regulator Bcl-2 (Homo sapiens), P10415; Bead-based flow cytometry, Bim peptide-Bcl-2 binding; inhibition, % at 10 µM; 0.06% of 190,000 active; in the data active = inhibition above about 40%; inconclusive = no clear call, values can overlap the other calls;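 also: 0% = no compound wells with probe peptide and 100% = reference peptide inhibitor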
Mcl1 Noxa PPI: Mcl-1/Noxa binding inhibitors, primary screen, biochemical, TR-FRET, 1536-well | 1.5% of 220,000 active | Induced myeloid leukemia cell differentiation protein Mcl-1 (Homo sapiens), Q07820 | inhibition, % at 21.7 µM | TR-FRET Mcl-1/Noxa peptide binding, 2 h;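 active = compounds that cut the protein-peptide binding signal by more than 50% relative to plate controls in a single-dose test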;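 also: His-tagged Mcl-1 with rhodamine Noxa BH3 peptide and terbium anti-His antibody; 0% = Mcl-1 plus Noxa peptide wells and 100% = peptide-only wells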
Bim-Bcl-W: inhibitors of Bim binding to Bcl-W, primary screen, biochemical, multiplexed, bead-based flow cytometry. Bcl-2-like protein 2 (Homo sapiens), Q92843. Bim peptide-Bcl-W binding. inhibition, % at 10 µM. 0.02% of 190,000 active. AID 952, 2007;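 also: 0% = bound tracer without compound and 100% = peptide blocker; higher means less fluorescent Bim peptide bound to Bcl-W beads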
Target sequence (Q92843 whole entry, looked up): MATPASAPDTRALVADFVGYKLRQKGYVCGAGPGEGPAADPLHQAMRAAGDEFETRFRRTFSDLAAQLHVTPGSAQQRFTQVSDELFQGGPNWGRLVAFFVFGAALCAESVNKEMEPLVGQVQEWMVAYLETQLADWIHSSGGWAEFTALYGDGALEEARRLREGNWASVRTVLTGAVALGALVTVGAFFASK
Bim-Bcl-B: inhibitors of Bim-Bcl-B binding, primary screen, biochemical, multiplexed, human Bcl-2 family | Bcl-2-like protein 10 (Homo sapiens), Q9HD36 | bead-based flow cytometry, Bim peptide-Bcl-B binding | inhibition, % at 10 µM | 0.073% of 190,000 active | AID 951, 2007;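 also: 0% = tracer peptide without compound and 100% = reference inhibitor peptide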
Target sequence (Q9HD36 whole entry, looked up): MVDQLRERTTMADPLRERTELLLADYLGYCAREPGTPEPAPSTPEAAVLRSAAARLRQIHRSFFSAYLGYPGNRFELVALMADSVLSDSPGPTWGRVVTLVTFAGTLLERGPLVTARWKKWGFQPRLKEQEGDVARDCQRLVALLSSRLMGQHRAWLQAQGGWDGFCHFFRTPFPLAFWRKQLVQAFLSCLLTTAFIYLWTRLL
Bim-Mcl-1: inhibitors of Bim peptide binding to Mcl-1, primary screen, biochemical, bead-based flow cytometry, multiplex | 0.1% of 190,000 active | AID 1009, 2008 | Bim peptide-Mcl-1 binding | inhibition, % at 10 µM;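 also: 0% = no compound tracer wells and 100% = peptide blocker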
Mcl1 Bid PPI: Mcl-1/Bid binding inhibitors, primary screen, biochemical, TR-FRET, 1536-well; Induced myeloid leukemia cell differentiation protein Mcl-1 (Homo sapiens), Q07820; TR-FRET Mcl-1/Bid-Dy647 peptide binding; inhibition, % at 21.7 µM; 0.97% of 220,000 active; AID 1021, 2008;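 active = compounds that cut the binding signal by more than half at the single screening dose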;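 also: His-tagged Mcl-1 with europium anti-His antibody binding Bid BH3 peptide; 0% = Mcl-1 plus peptide wells and 100% = peptide-only wells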
Bim-Bcl-XL: inhibitors of Bim-Bcl-XL binding, primary screen, biochemical, multiplexed, bead flow cytometry, human Bcl-XL | Bcl-2-like protein 1 (Homo sapiens), Q07817 | Bim peptide-Bcl-XL binding, fluorescence | inhibition, % at 10 µM | 0.04% of 190,000 active | AID 1007, 2008
Starred values were filed as active, the others as inactive; ? = inconclusive; . = no result given. Rule as the data show it, unless noted: active = inhibition above about 40%.

Below each SMILES: RGS4-Gao reg, RGS7-Gao, Bim-Bfl-1, RGS8-Gao reg, Bim-Bcl-2, Mcl1 Noxa PPI, Bim-Bcl-W, Bim-Bcl-B, Bim-Mcl-1, Mcl1 Bid PPI, Bim-Bcl-XL
[1] CCOC(=O)N1CCN(C(=O)C2CCCN(S(=O)(=O)c3ccc(C)cc3)C2)CC1 (centres undefined)
  111, 111, -6, 110, -4, -11, -3, -5, 0, 13, -5
[2] CC(=O)CCc1oc2ccc(NC(C)=O)cc2c1-c1ccc(C)o1
  100, 99, -3, 100, -9, 23, 0, -9, 0, 2, 0
[3] CCCNC(=O)NC1CCCc2ccccc21 (centres undefined)
  102, ?, -4, 101, 0, 7, 0, -1, -1, -30, 0
[4] O=C(Nc1nc2c(s1)CCc1ccccc1-2)c1cccs1
  99, 107, -2, 104, -5, 14, -5, -4, -5, -9, -4
[5] O=C(O)c1cc(NCc2ccc(F)cc2)ccc1N1CCOCC1
  99, 100, -9, 101, -4, 11, 5, -8, -3, -10, 7
[6] CC(C)(C)OC(=O)N1CCCC1C(=O)NCCc1ccccc1 (centres undefined)
  97, 99, -2, 99, 1, 14, -1, -4, -2, -2, -7
[7] CC(C)C(NC(=O)c1ccc(Br)cc1)C(=O)NC1=NCCS1 (centres undefined)
  89, 87, 0, 92, -1, -7, -4, -7, -40, -85, 1
[8] CSCCC(NC(=O)c1ccccc1)C(=O)N/N=C(\C)c1ccccc1 (centres undefined)
  108, 117, -5, 105, -6, 15, -4, -9, -5, -27, -7
[9] COc1ccc(C2C3=C(CCCC3=O)Nc3n[nH]c(C)c32)cc1OC (centres undefined)
  103, ?, ., 101, ., 13, ., ., ., -10, .
[10] COc1ccc(C(=O)Nc2ccccn2)cc1
  116, 114, 8, 131, ., 7, -3, 4, 0, 5, -3
[11] CSc1cccc(NCc2ccc([N+](=O)[O-])cc2)c1
  96, 95, -2, 100, -5, 27, -3, -6, -3, -4, -1
[12] CN1CCN(C(=O)C2=C[C@@H](c3csc4ccccc34)C[C@@H](OCCCCO)O2)CC1
  98, 99, -5, 100, -3, 0, -1, 0, -1, -5, 0
[13] Clc1cc(Cl)cc(Nc2ncn[nH]2)c1
  99, 105, -3, 102, 1, -1, 0, 0, -1, -12, -2
[14] Cc1cc(NC(=O)CSc2nnc(C3CC3)n2N)no1
  103, 104, -7, 103, -2, -3, 6, -2, 12, 1, 3
[15] CCOc1ccc(N(CC(=O)NCc2ccccc2OC)S(C)(=O)=O)cc1
  103, 102, -10, 102, -6, 1, 4, -8, -3, -9, -5
[16] O=C(/C=C/c1ccco1)N1CCN(S(=O)(=O)c2ccc(F)c(F)c2F)CC1
  96, 89, 0, 99, 3, 20, -1, -14, -2, -34, -3
[17] Cc1nn(Cc2ccc(Cl)cc2Cl)c(Cl)c1/C=C/C(=O)OCC(=O)NCC(F)(F)F
  99, 98, -12, 99, -6, 9, -1, -9, -1, 1, 7
[18] O=C(CN1C2=NCCCN2c2ccccc21)c1ccc2c(c1)OCO2
  102, 106, -9, 103, -3, 4, 0, -4, 4, -13, -2
[19] COc1cc(-c2nn3c(-c4cccnc4)nnc3s2)cc(OC)c1OC
  104, 106, 0, 105, 0, 2, 4, 3, 1, -23, 5
[20] COC(=O)c1cc(COC(=O)c2cccnc2SC)oc1C
  94, 94, -5, 101, -2, 12, -3, -4, -6, -18, -4
[21] Fc1ccccc1CCNc1c2c(nc3ncnn13)CCCC2
  93, 100, 0, 96, -2, 0, 3, 1, 3, -2, 2
[22] Cc1cc(C(=O)COC(=O)CCC(=O)c2ccc3c(c2)OCCO3)c(C)n1Cc1ccco1
  98, 99, -5, 100, -8, 7, -3, 0, -1, -57, -5
[23] COc1cc(CNC2CCCCCC2)cc(OC)c1O
  106, 102, -6, 104, -5, 6, 0, -8, 1, -17, 0
[24] COc1ccc(C(=O)COC(=O)c2ccc3ccccc3n2)cc1
  37*, 39*, 2, 29*, -6, 9, -5, -9, -6, 0, -4

Ordered by length of the SMILES (highest first): part of the list above.
Below each SMILES: RGS4-Gao reg, RGS7-Gao, Bim-Bfl-1, RGS8-Gao reg, Bim-Bcl-2, Mcl1 Noxa PPI, Bim-Bcl-W, Bim-Bcl-B, Bim-Mcl-1, Mcl1 Bid PPI, Bim-Bcl-XL
[19] COc1cc(-c2nn3c(-c4cccnc4)nnc3s2)cc(OC)c1OC
  104, 106, 0, 105, 0, 2, 4, 3, 1, -23, 5
[14] Cc1cc(NC(=O)CSc2nnc(C3CC3)n2N)no1
  103, 104, -7, 103, -2, -3, 6, -2, 12, 1, 3
[23] COc1cc(CNC2CCCCCC2)cc(OC)c1O
  106, 102, -6, 104, -5, 6, 0, -8, 1, -17, 0

Compound profiles, from the list above. Values in the order: RGS4-Gao reg, RGS7-Gao, Bim-Bfl-1, RGS8-Gao reg, Bim-Bcl-2, Mcl1 Noxa PPI, Bim-Bcl-W, Bim-Bcl-B, Bim-Mcl-1, Mcl1 Bid PPI, Bim-Bcl-XL
CC(C)C(NC(=O)c1ccc(Br)cc1)C(=O)NC1=NCCS1 (centres undefined) across the screens: 89, 87, 0, 92, -1, -7, -4, -7, -40, -85, 1
O=C(Nc1nc2c(s1)CCc1ccccc1-2)c1cccs1 across the screens: 99, 107, -2, 104, -5, 14, -5, -4, -5, -9, -4
CCCNC(=O)NC1CCCc2ccccc21 (centres undefined) across the screens: 102, ?, -4, 101, 0, 7, 0, -1, -1, -30, 0

Fetched by compound from above (two):
Below each SMILES: RGS4-Gao reg, RGS7-Gao, Bim-Bfl-1, RGS8-Gao reg, Bim-Bcl-2, Mcl1 Noxa PPI, Bim-Bcl-W, Bim-Bcl-B, Bim-Mcl-1, Mcl1 Bid PPI, Bim-Bcl-XL
[6] CC(C)(C)OC(=O)N1CCCC1C(=O)NCCc1ccccc1 (centres undefined)
  97, 99, -2, 99, 1, 14, -1, -4, -2, -2, -7
[18] O=C(CN1C2=NCCCN2c2ccccc21)c1ccc2c(c1)OCO2
  102, 106, -9, 103, -3, 4, 0, -4, 4, -13, -2

From PubChem BioAssay

Not a hit list, and some 2.7% of all compounds hit somewhere here.
